Screening data: PubChem, several laboratories
Smad3 FoxH1 inh: Smad3/FoxH1 peptide binding inhibitors, primary screen, biochemical, TR-FRET | Mothers against decapentaplegic homolog 3 (Homo sapiens), P84022 | TR-FRET Smad3/Dy647-FoxH1 peptide binding, europium anti-His | inhibition, % at 25 µM | 0.29% of 88,000 active | AID 630, 2007;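 active = compounds that reduce the energy-transfer binding signal between the protein and its labelled peptide by more than half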;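 also: 0% = Smad3 plus labelled peptide maximal FRET and 100% = peptide-only background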
Target sequence (P84022 whole entry, looked up): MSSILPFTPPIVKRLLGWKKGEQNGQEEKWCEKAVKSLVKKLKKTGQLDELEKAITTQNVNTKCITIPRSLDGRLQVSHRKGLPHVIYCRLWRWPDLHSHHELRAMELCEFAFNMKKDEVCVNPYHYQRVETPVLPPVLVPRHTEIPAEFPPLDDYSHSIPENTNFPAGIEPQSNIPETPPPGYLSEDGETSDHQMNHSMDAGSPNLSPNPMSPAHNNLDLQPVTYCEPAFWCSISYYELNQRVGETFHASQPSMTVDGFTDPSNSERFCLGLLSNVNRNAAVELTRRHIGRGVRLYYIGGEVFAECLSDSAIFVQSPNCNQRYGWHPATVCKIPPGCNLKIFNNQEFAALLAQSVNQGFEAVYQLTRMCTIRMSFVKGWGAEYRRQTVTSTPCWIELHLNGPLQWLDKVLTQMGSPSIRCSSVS
Calb biofilm kill: clotrimazole potentiators killing Candida biofilms, primary screen, with clotrimazole, Alamar Blue; inhibition, % at 6 µM; C. albicans biofilm + clotrimazole; 0.14% of 85,000 active;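 active = inhibition above 20%; inactive = inhibition below 20%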;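 also: preformed 24 hr biofilms exposed to compound for 48 hr; 0% = biofilm without compound and 100% = blank killed by clotrimazole plus chlorhexidine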
ERb SRC1 inh: inhibitors of ERβ-SRC1 coactivator interaction, primary screen, biochemical, TR-FRET, ERβ LBD, SRC-1 peptide | inhibition, % at 25.6 µM | 1.3% of 86,000 active | TR-FRET ER-beta LBD / SRC1-Cy5 peptide binding; receptor agonist-loaded with 1 µM estradiol | Estrogen receptor beta (Homo sapiens), Q92731;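 active = compounds whose percent inhibition of the receptor-coactivator binding signal exceeds about 50% in the single-dose screen, limit read from the data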;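 also: 0% = receptor plus peptide wells without compound and 100% = peptide-only wells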
* = called active by the depositor; [ ] = remark or other dose.

#1 CCN1CCN(Cc2ccc(C)cc2C)CC1
  Smad3 FoxH1 inh = 1; Calb biofilm kill = 13; ERb SRC1 inh = 1
#2 CCc1nc(N2CCNCC2)c(C#N)c2c1CSC(C)(C)C2
  Smad3 FoxH1 inh = -7; Calb biofilm kill = 5; ERb SRC1 inh = -9
#3 CN1C(=O)CN=C(c2ccc(Cl)cc2)c2cc(Cl)ccc21
  Smad3 FoxH1 inh = 1; Calb biofilm kill = 7; ERb SRC1 inh = 0
#4 O=C(C1CCCN(S(=O)(=O)c2cccc3nsnc23)C1)N1CCC2(CC1)OCCO2 (centres undefined)
  Smad3 FoxH1 inh = 9[fluorescence artefact?]; Calb biofilm kill = 8; ERb SRC1 inh = -5
#5 Cc1[nH]c2c(C(F)(F)F)cccc2c1CCN
  Smad3 FoxH1 inh = 0; Calb biofilm kill = 2; ERb SRC1 inh = 2[fluorescence artefact?]
#6 CCOc1ccccc1C1SCC(=O)Nc2c1c(=O)[nH]n2C(CC)CC (centres undefined)
  Smad3 FoxH1 inh = -12; Calb biofilm kill = 1; ERb SRC1 inh = -4
#7 COc1ccc2nc(NC(=O)CCc3nc(C4=CCN(C)CC4)no3)sc2c1
  Smad3 FoxH1 inh = 4; Calb biofilm kill = 3; ERb SRC1 inh = 15
#8 CCOc1ccc(-c2cc(C(=O)N3CCC4(CC3)OCCO4)c3ccccc3n2)cc1
  Smad3 FoxH1 inh = 10; Calb biofilm kill = 4; ERb SRC1 inh = -19
#9 O=c1cccc2n1CC1CC2CN(Cc2c(F)cccc2Cl)C1 (centres undefined)
  Smad3 FoxH1 inh = 2; Calb biofilm kill = 2; ERb SRC1 inh = 0
#10 COc1ccc2c(c1OC)C(=O)OC2c1c(O)n(Cc2ccc(F)cc2)c(=O)[nH]c1=O (centres undefined)
  Smad3 FoxH1 inh = 5; Calb biofilm kill = 11; ERb SRC1 inh = 8
#11 CC1(C)CSC(Nc2ccc(F)c(Cl)c2)=N1
  Smad3 FoxH1 inh = -6; Calb biofilm kill = 9; ERb SRC1 inh = -3
#12 CNCC(O)c1ccc(O)cc1 (centres undefined)
  Smad3 FoxH1 inh = -1; Calb biofilm kill = 3; ERb SRC1 inh = 1
#13 CCCCn1c(=O)c(C(=O)Nc2ccccc2S(N)(=O)=O)c(O)c2ccccc21
  Smad3 FoxH1 inh = 0[fluorescence artefact?]; Calb biofilm kill = 7; ERb SRC1 inh = 4[fluorescence artefact?]
#14 COc1cccc(-n2nc(C(=O)N3CCC4(CC3)OCCO4)c3ccccc3c2=O)c1
  Smad3 FoxH1 inh = 4; Calb biofilm kill = 5; ERb SRC1 inh = 2
#15 CCOC(=O)C(C)Oc1cc(C)cc2oc(=O)c3c(c12)CCCC3 (centres undefined)
  Smad3 FoxH1 inh = -4; Calb biofilm kill = 1; ERb SRC1 inh = -1

Profiles, looked up by structure. Order of screens: Smad3 FoxH1 inh	Calb biofilm kill	ERb SRC1 inh
Profile of CCOc1ccccc1C1SCC(=O)Nc2c1c(=O)[nH]n2C(CC)CC (centres undefined) → -12	1	-4
Profile of COc1cccc(-n2nc(C(=O)N3CCC4(CC3)OCCO4)c3ccccc3c2=O)c1 → 4	5	2
Profile of CCOc1ccc(-c2cc(C(=O)N3CCC4(CC3)OCCO4)c3ccccc3n2)cc1 → 10	4	-19
Profile of Cc1[nH]c2c(C(F)(F)F)cccc2c1CCN → 0	2	2[fluorescence artefact?]
Profile of CCOC(=O)C(C)Oc1cc(C)cc2oc(=O)c3c(c12)CCCC3 (centres undefined) → -4	1	-1

More results
#16 CCOC(=O)C1C(=O)NC2(C)CC1c1cc(OC)ccc1O2 (centres undefined)
  Smad3 FoxH1 inh = 4; Calb biofilm kill = 6; ERb SRC1 inh = -2
#17 C[C@H]1CCCC(=O)CCCCCc2cc(O)cc(O)c2C(=O)O1
  Smad3 FoxH1 inh = 12; Calb biofilm kill = 3; ERb SRC1 inh = 18[fluorescence artefact?]
#18 O=C(CCCn1c(=O)[nH]c2cc(Cl)ccc2c1=O)N1CCC2(CC1)OCCO2
  Smad3 FoxH1 inh = 10; Calb biofilm kill = 8; ERb SRC1 inh = -8[fluorescence artefact?]
#19 CC1(C)Cc2c(sc3c2C(=O)NC(c2cccnc2)N3)CO1 (centres undefined)
  Smad3 FoxH1 inh = -2; Calb biofilm kill = 10; ERb SRC1 inh = 4[fluorescence artefact?]
#20 C[C@H]1OC[C@@H](C[N+](C)(C)C)O1
  Smad3 FoxH1 inh = -1; Calb biofilm kill = 10; ERb SRC1 inh = -2

Some entries already given, limited to Smad3 FoxH1 inh:
cpd | Molecule | Smad3 FoxH1 inh
18 | O=C(CCCn1c(=O)[nH]c2cc(Cl)ccc2c1=O)N1CCC2(CC1)OCCO2 | 10
16 | CCOC(=O)C1C(=O)NC2(C)CC1c1cc(OC)ccc1O2 (centres undefined) | 4

Only part of the results is shown, so the mix of outcomes need not match the whole.
